Screens: PubChem, National Center for Advancing Translational Sciences (NCATS)
FLuc modulator = qHTS profiling assay for firefly luciferase inhibitor/activator using purifed enzyme and Km concentrations of substrates (counterscreen for miR-21 project). AID 588342, 2011. actives 6.9% (n = 360,000). Potency, µM (highest dose often 57.5 µM), without a hit: at the highest dose activity change, negative = inhibition, hits mostly inhibitors. purified FLuc, Km substrates, luminescence inhibition; active = well fitted inhibition curve with a large enough effect; inconclusive = small, poorly fitted or top-dose-only effect;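 also: plate controls were vehicle for no effect and reference inhibitor for full effect; nearly all actives have a fitted effect of over 55% in size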
Target sequence (P08659 whole entry, looked up): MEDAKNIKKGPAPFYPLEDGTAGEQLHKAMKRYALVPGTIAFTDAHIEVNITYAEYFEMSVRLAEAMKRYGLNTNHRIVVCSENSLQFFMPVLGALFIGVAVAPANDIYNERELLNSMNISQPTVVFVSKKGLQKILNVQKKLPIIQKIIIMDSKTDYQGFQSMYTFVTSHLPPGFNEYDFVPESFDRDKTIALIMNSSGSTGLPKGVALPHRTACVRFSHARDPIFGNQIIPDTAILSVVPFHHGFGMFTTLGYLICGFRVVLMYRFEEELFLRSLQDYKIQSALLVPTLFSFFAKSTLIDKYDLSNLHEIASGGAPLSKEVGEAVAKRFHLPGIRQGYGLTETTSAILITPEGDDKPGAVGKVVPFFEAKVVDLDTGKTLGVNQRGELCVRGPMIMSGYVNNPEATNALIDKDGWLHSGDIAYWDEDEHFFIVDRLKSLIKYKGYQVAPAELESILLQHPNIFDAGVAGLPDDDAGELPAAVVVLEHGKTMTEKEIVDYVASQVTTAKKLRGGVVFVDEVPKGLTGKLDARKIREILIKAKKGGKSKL
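Purified P. pyralis luciferase, 10 nM final, with Km-level 10 uM D-luciferin and 10 uM ATP in 50 mM Tris acetate pH 7.5, 10 mM Mg acetate, 0.01% Tween-20, 0.05% BSA; 6-point qHTS titration about 60 µM downward; luminescence read.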
An asterisk follows results filed as active; ? = inconclusive. Potency is read from the fitted curve at half-maximal effect.

SMILES	FLuc modulator
CCOC(=O)C1CCN(c2c(C(=O)c3ccc(OCC)cc3)cnc3ccc(OC)cc23)CC1	-11.0%
CCN(c1cccc(C)c1)C(CNS(=O)(=O)c1ccccc1)c1ccccc1 (centres undefined)	-2.4%
COC(=O)c1cc(S(=O)(=O)N2CCN(c3cc(Cl)ccc3C)CC2)c[nH]1	-8.7%
Cc1ccc(NS(=O)(=O)c2cnc(N)nc2)c(C)c1	-1.8%
CCOC(=O)c1cc(C)n(CC2CCC(C(=O)Nc3cccc(C(C)=O)c3)CC2)c1C (centres undefined)	?
COc1ccc(-c2cc(C)no2)cc1S(=O)(=O)N1CC(C)Oc2ccccc21 (centres undefined)	0.5%
CC(NC(=O)Cc1ccc(NC(=O)N2CCSc3ncccc32)cc1)c1ccccc1 (centres undefined)	5.5%
Cc1ccc2c(c1)N(C(=O)CCC(=O)Nc1ccc(F)cc1F)CC(C)O2 (centres undefined)	-7.1%
CCCCC(CC)CNC(=O)CN1C(=O)CSc2ccc(S(=O)(=O)N3CCOCC3)cc21 (centres undefined)	2.2%
COc1cccc(NS(=O)(=O)c2ccc3c(c2)n(C)c(=O)n3C)c1	2.7%
COc1cccc(NC(=O)Nc2cc(-c3cn4cccnc4n3)ccc2C)c1	-14.5%
Cc1ccc2c(c1)-c1nc(-c3ccc(Cl)cc3)cc(-c3coc4ccccc4c3=O)c1CO2	-4.1%

Continued (two carried over from the part before).
SMILES	FLuc modulator
COc1cccc(NC(=O)Nc2cc(-c3cn4cccnc4n3)ccc2C)c1	-14.5%
Cc1ccc2c(c1)-c1nc(-c3ccc(Cl)cc3)cc(-c3coc4ccccc4c3=O)c1CO2	-4.1%
COc1ccc(C(=O)N(Cc2cc(OC)c(OC)c(OC)c2)CC2CCCO2)cc1 (centres undefined)	-8.3%
Cc1ccc(N(CC(=O)NCCc2ccccc2C)S(=O)(=O)N(C)C)cc1	-6.6%
COc1ccc(OC)c(CCNC(=O)CS(=O)(=O)Cc2nc(-c3cccc(Cl)c3)oc2C)c1	-14.6%
Cc1ccccc1Nc1nnc(-c2ccc(C)c(S(=O)(=O)N3CCCCC3)c2)c2ccccc12	-6.5%
CC(C)(C)C1CCc2c(sc3nc(-c4cc5cc(Cl)ccc5oc4=O)[nH]c(=O)c23)C1 (centres undefined)	-14.3%
CCc1ccccc1NC(=O)c1ccc(F)c(S(=O)(=O)N2CCN(c3cccc(Cl)c3)CC2)c1	0.0%
COc1ccc(-c2cn3c(n2)sc2cc(C(=O)NCCCN4CCCCCC4)ccc23)cc1	-7.6%
CC1CCN(c2nc3ccc(C(=O)NCc4ccc(Cl)cc4)cc3s2)CC1	10.7µM*
Cc1cccc(NS(=O)(=O)c2ccc(NC(=O)N3CCCC3)cc2)c1	1.5%
COc1cc(-c2nc(Cn3nnc(C(=O)Nc4ccccc4C)c3C)c(C)o2)cc(OC)c1OC	5.5%
O=C(NCc1ccccc1F)C(=O)NCC(c1cccs1)S(=O)(=O)c1cccs1 (centres undefined)	-7.5%
COc1ccc(N2CC(NC(=O)/C=C\c3ccc(OC)c(OC)c3)CC2=O)cc1 (centres undefined)	-8.1%
CCN(Cc1nc(-c2cccc(C)c2)no1)S(=O)(=O)c1ccc(C)cc1	-10.7%
COc1ccccc1NC(=O)Cn1c(=O)n(Cc2ccco2)c(=O)c2oc3ccccc3c21	-9.3%
Cc1nc(-c2ccccc2)sc1-c1ccc(SCC(=O)NCc2ccc(F)cc2)nn1	1.7%
COC(=O)c1ccc(NC(=O)CCc2c(C)nn(-c3ccc(N4CCCC4)nn3)c2C)cc1	?
O=C(COc1ccc2oc3c(c2c1)CCCC3)Nc1cccc(Br)c1	-12.9%
CCC(=O)N1CCc2cc(S(=O)(=O)NCCC(=O)Nc3ccc(C)cc3C)ccc21	-4.1%
CC1CCCN(c2ncnc3c2cnn3-c2ccc(F)cc2)C1 (centres undefined)	0.169µM*
O=C(Nc1ccc2nc(SCC(=O)N3CCCC3)sc2c1)c1cccc(F)c1	2.0%
COc1ccc(-c2cn3c(n2)sc2cc(C(=O)NCC(C)c4ccccc4)ccc23)cc1 (centres undefined)	-11.6%
O=C(Nc1ccc2nc(SCC(=O)N3CCCC3)sc2c1)c1ccccc1	-19.3%
COc1ccc(NC(=O)CSc2nnc(-c3nonc3NC(C)=O)n2-c2ccccc2)cc1	-3.8%
CSc1ccc(CNC(=O)c2ccccc2NC(=O)c2nsc3ccccc23)cc1	?

Retrieved by compound from above (7):
SMILES	FLuc modulator
O=C(COc1ccc2oc3c(c2c1)CCCC3)Nc1cccc(Br)c1	-12.9%
COc1ccc(NC(=O)CSc2nnc(-c3nonc3NC(C)=O)n2-c2ccccc2)cc1	-3.8%
COc1ccc(-c2cn3c(n2)sc2cc(C(=O)NCC(C)c4ccccc4)ccc23)cc1 (centres undefined)	-11.6%
CCC(=O)N1CCc2cc(S(=O)(=O)NCCC(=O)Nc3ccc(C)cc3C)ccc21	-4.1%
O=C(Nc1ccc2nc(SCC(=O)N3CCCC3)sc2c1)c1ccccc1	-19.3%
CC1CCCN(c2ncnc3c2cnn3-c2ccc(F)cc2)C1 (centres undefined)	0.169µM*
COc1ccccc1NC(=O)Cn1c(=O)n(Cc2ccco2)c(=O)c2oc3ccccc3c21	-9.3%

Continuation.
SMILES	FLuc modulator
COc1ccccc1OCC(=O)N1CCC(c2nc3ccccc3o2)CC1	5.6%
COc1ccc(CNC(=O)c2cc3c(=O)n(Cc4cccnc4)ccc3nc2C)cc1	-1.4%
O=C(NCCSCc1ccccc1)C1CCN(S(=O)(=O)Cc2ccccc2)CC1	-0.2%
COc1ccc(CNC(=O)CN2C(=O)c3cccnc3Oc3ccc(C)cc32)cc1	-6.4%
CC(=O)c1cccc(-n2c(=O)c3c4c(sc3n(Cc3ccccc3Cl)c2=O)CN(C(C)=O)CC4)c1	-1.1%
NC(=O)c1cc(S(=O)(=O)N2CCN(c3cccc(C(F)(F)F)c3)CC2)cs1	-0.4%
O=C(C1CCC(CNS(=O)(=O)c2ccc(Br)s2)CC1)N1CCN(c2ccc(F)cc2)CC1 (centres undefined)	-9.0%
Cc1ccc(CNC(=O)c2ccc(CSCc3ccc(Cl)cc3)o2)cc1	-5.0%
CCc1cccc(-n2nnc(-c3nc(-c4ccc5c(c4)OCO5)no3)c2C)c1	?
Cc1cccc(Oc2ccc3c(c2)Oc2ccccc2NC3=O)c1	4.8%
O=C(Nc1nnc(N2CCCCCC2)s1)Nc1ccccc1C(F)(F)F	?
Cc1c(C(=O)NCc2cccc(Cl)c2)sc2nc3n(c(=O)c12)CCCC3	?

In another format: entries from further up
mol | FLuc modulator
COc1ccccc1OCC(=O)N1CCC(c2nc3ccccc3o2)CC1 | 5.6%
COc1ccc(CNC(=O)c2cc3c(=O)n(Cc4cccnc4)ccc3nc2C)cc1 | -1.4%

(continued)
SMILES	FLuc modulator
CCc1ccccc1NC(=O)c1ncoc1-c1ccco1	-14.8%
Cc1nn(C)c2c1c(C(F)(F)F)cc(=O)n2Cc1cccc(Br)c1	0.4%
COc1ccc(S(=O)(=O)NCC(c2ccco2)S(=O)(=O)c2cccs2)cc1OC (centres undefined)	1.3%
O=C(NCCc1ccc(F)cc1)C(=O)NCC(c1cccs1)S(=O)(=O)c1ccc(Cl)cc1 (centres undefined)	-4.1%
Cc1c(CNCCCc2ccccc2)c(C(=O)O)c(C)n1Cc1ccc(Cl)cc1	4.6%
COc1ccc(CNC(=O)Cn2c(SCC(=O)Nc3ccc(OC)cc3)nc3ccccc32)cc1	-2.4%
Cn1nnc2c(NCc3ccc(Cl)cc3)ncnc21	-1.1%
CCC(C)Nc1sc(S(=O)(=O)CC)nc1S(=O)(=O)c1ccc(C)cc1 (centres undefined)	5.7%
Cc1cc(C)c2c(=O)cc(C(=O)NCCc3ccc(S(N)(=O)=O)cc3)oc2c1	-0.6%
Cc1ccc2nc(N(Cc3cccnc3)C(=O)CCOc3ccccc3)sc2c1	0.3%
Cc1nnc(N2CCN(C(=O)NCCC(C)C)CC2)c2nn(-c3ccc(Cl)cc3)c(C)c12	-4.0%
Cc1cc(C)c(NC(=O)C(C)n2c(=O)cc(C)c3c(C)nn(-c4ccccc4)c32)c(C)c1 (centres undefined)	-0.7%
CCCCNC(=O)c1ccc2c(c1)NC(=O)C(CS(=O)(=O)Cc1ccc(F)cc1Cl)N2 (centres undefined)	-8.7%
CCn1cc2nc(SCc3cccc(C(F)(F)F)c3)n(CCc3ccccc3)c(=O)c2n1	-3.4%
CCN(Cc1ccccc1)C(=O)Cn1c(=O)n(-c2cccc(C)c2)c(=O)c2c1c1cc(C)ccc1n2C	0.3%
COc1cccc(-c2cn3c(n2)sc2cc(C(=O)NC4CCCCC4)ccc23)c1	-7.2%
Cc1ccc(C)c(N2CCN(c3nc4ccccc4c4nc(CCn5nc(C)cc5C)nn34)CC2)c1	-0.6%
COc1ccccc1CCNC(=O)c1cccn1-c1nnc(N2CCCCC2)s1	-13.9%
CCCCSCCCNC(=O)c1cn(CC)c2ccc(S(=O)(=O)N3CCCCCC3)cc2c1=O	-10.3%
COc1ccc(C2=C(Nc3ccc(C)c(C)c3)c3ccccc3C2=O)cc1	-8.2%
CN(C(=O)CSc1nc2ccccc2[nH]1)c1ccc(F)cc1	0.8%
Cc1cccc(Cn2c(CN3CCC(C(=O)NCc4ccccc4Cl)CC3)cc3ccccc32)c1	0.0%
COCCCNC(=O)Cn1cnc2sc(C)c(S(=O)(=O)N3CCC(C)CC3)c2c1=O	-1.2%
Cc1ccc(CNC(=O)c2cc3c(s2)-c2ccc(Cl)cc2SC3)cc1	-10.8%
CC(=O)Nc1cccc(NC(=O)Cc2csc(COc3cccc(C)c3)n2)c1	-11.6%
CCOc1ccc(-c2cc3c(=O)n(CC(=O)NCc4ccc(C)cc4)ccn3n2)cc1	-0.5%
Cc1ccc(Cl)cc1NC(=O)c1cc2c(=O)n3cccc(C)c3nc2n1C	-1.1%
Cc1ccc(CN2CCN(C3CCN(C(=O)Nc4ccccc4C(F)(F)F)CC3)C(=O)C2=O)cc1	-3.5%
CSc1cccc(NC(=O)Cn2c3ncccc3c(=O)n2-c2ccc(C)cc2)c1	-4.3%
COc1ccc(NC(=O)CC2Oc3ccc(C)cc3NC2=O)cc1Cl (centres undefined)	-6.1%
Cc1ccc(CCNC(=O)c2ccc(CSCc3ccccc3C)o2)cc1	-17.5%
CSCCC(NS(=O)(=O)c1ccc2c(c1)oc(=O)n2C)C(=O)NCc1ccc(F)cc1 (centres undefined)	-0.6%
Cc1cc(N2CCC(C)CC2)nc2ccc(NC(=O)CCC(=O)N3CCN(c4cccc(C(F)(F)F)c4)CC3)cc12	-1.3%
C=C1C=C(C(F)F)n2ncc(C(=O)NCCc3ccc(OC)c(OC)c3)c2N1	3.7%
CCS(=O)(=O)N1CCc2cc(C(=O)NCc3ccc(C)cc3)ccc21	-5.1%
COc1ccc(-n2c(SCC(=O)Nc3ccc4c(c3)OCO4)nc3c([nH]c4ccccc43)c2=O)cc1	3.5%
O=C(Nc1ccccc1C(=O)OCc1cc(=O)n2c3c(sc2n1)CCCC3)c1ccc(F)cc1	2.7%
Nc1nonc1-c1nc2ccccc2n1CC(=O)Nc1cccc(Cl)c1Cl	-2.2%
COc1cccc(NC(=O)/C(C#N)=C/c2c(C)n(Cc3ccccc3)c3ccccc23)c1	-18.1%
Cc1ccc(N(CC(=O)N2CCN(c3cc(Cl)ccc3C)CC2)S(=O)(=O)c2c(C)noc2C)cc1	-1.8%
CC(C)(C)OC(=O)N1CCC(c2c(C(=O)N3CCc4ccccc4C3)cnn2-c2ccc(Cl)cc2)CC1	0.7%
CC(NC(=O)C(=O)Nc1c2c(nn1-c1ccccc1)CSC2)c1ccccc1 (centres undefined)	-6.0%
Cc1ccc2nc(NC(=O)CSc3nccn3-c3ccc(Cl)cc3)sc2c1	0.5%
Cc1cccc(CNC(=O)c2ccc3c(c2)N(C)C(=O)C2CCCCN32)c1 (centres undefined)	-8.1%
Cc1nc(N2CCOCC2)c2c(C(=O)N(C)Cc3ccccc3)c(C)oc2n1	-1.4%
Cc1ccc2oc3c(c(=O)c2c1)C(c1cccc(O)c1)N(CCCN1CCOCC1)C3=O (centres undefined)	-1.3%
CCOC(=O)N1CCc2c(sc3c2c(=O)n(-c2ccccc2C(F)(F)F)c(=O)n3Cc2ccccc2C)C1	-5.5%
Cc1ccccc1-c1nc(CS(=O)(=O)CC(=O)Nc2c(C)cccc2C)c(C)o1	-8.4%
COc1ccc(-c2nc3scc(CCNS(=O)(=O)c4c(C)cc(C)cc4C)n3n2)cc1OC	6.5%
CC(C)(C)c1ccc(C(=O)N2CCC(c3nc4ccccc4o3)CC2)cc1	?
CC(C)OCCCNC(=O)c1c2c(nc3ccccc13)C(=O)N(C1CCCCC1)C2	1.4%
COc1ccc(S(=O)(=O)c2c(Nc3ccccc3F)sc(C(=O)c3cccc(OC)c3)c2N)cc1	-2.2%
CCOc1ccc(CCNC(=O)CSc2nnnn2-c2ccc(C)cc2C)cc1OCC	3.3%
COc1ccc2[nH]cc(CCN=C(NC(=O)c3cccc(Cl)c3)Nc3nc(C)cc(C)n3)c2c1	-0.7%
Cc1ccc(NC(=O)N2CCN3CCCCC3C2)cc1C (centres undefined)	3.3%
COc1ccc(CCNC(=O)CCCCn2c(=O)c3ccccc3n(Cc3ccccc3C)c2=O)cc1OC	-1.3%
Fc1cccc(-c2nnn3c2nc(NCc2ccc4c(c2)OCO4)c2ccccc23)c1	-4.7%
CC(C)NC(=O)C1CCC(Cn2c(=O)c3sccc3n(CC(=O)Nc3ccccc3)c2=O)CC1 (centres undefined)	0.1%
CCOC(=O)N1CCC(NC(=O)c2ccc3c(c2)N(Cc2cc(C)ccc2C)C(=O)c2ccccc2S3=O)CC1 (centres undefined)	-1.0%
CCC(Oc1ccc(F)cc1)C(=O)Nc1c(C(=O)c2ccc(C)cc2)oc2ccccc12 (centres undefined)	2.6%

An excerpt. The share of hits here may be higher or lower than overall.
